Giardia FBPA inh – inhibitors of Giardia lamblia fructose-1,6-bisphosphate aldolase; purified Giardia FBPA; Potency, µM (doses to about 59.6 µM), inactives show at the highest dose activity, negative = inhibition, most hits filed as inhibitors; hit rate 0.71% among 290,000; also: potency is read from the fitted curve at half-maximal effect; nearly all actives have a fitted effect of over 55% in size
Target sequence (A8B2U2 whole entry, looked up): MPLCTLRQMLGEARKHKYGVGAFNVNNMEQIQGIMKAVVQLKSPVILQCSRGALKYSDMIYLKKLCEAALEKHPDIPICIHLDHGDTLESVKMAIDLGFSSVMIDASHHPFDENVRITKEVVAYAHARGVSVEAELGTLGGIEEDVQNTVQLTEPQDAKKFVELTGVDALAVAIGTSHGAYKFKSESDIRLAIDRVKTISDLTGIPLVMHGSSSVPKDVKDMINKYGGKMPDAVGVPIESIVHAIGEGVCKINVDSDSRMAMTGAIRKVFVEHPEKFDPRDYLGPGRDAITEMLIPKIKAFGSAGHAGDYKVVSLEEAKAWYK
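40 nM FBPA preincubated 10 min at RT with compound (up to 57.5 uM final), then substrate plus GAPDH/TPI/NAD/arsenate coupling and diaphorase/resazurin added. Fluorescence read after 20 min at RT, 525/598 nm.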
AmpC inh detg – AmpC beta-lactamase inhibition with detergent present; P00811; hit rate 0.041% among 370,000; AmpC hydrolysis of nitrocefin, absorbance 480 nm, 0.01% Triton; AID 485294; Potency, µM (doses to about 114 µM), for the others: top-dose activity change, negative = inhibition, most hits filed as inhibitors;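 also: potency is read from the fitted curve at half-maximal effect; 0% = no-compound wells and -100% = no-enzyme wells; nearly all actives have a fitted effect of over 25% in size; some results filed as inactive show a strong effect at the top dose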
Target sequence (P00811 whole entry, looked up): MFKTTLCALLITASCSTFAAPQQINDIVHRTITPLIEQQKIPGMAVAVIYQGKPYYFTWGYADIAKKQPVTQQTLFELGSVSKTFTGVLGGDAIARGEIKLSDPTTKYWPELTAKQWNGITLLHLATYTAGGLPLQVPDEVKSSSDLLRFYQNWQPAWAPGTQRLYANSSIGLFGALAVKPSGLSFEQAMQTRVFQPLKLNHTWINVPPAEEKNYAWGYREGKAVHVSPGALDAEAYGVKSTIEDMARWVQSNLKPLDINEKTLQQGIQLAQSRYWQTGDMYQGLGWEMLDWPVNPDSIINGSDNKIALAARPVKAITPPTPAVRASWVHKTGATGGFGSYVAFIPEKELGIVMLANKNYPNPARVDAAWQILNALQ
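AmpC (5.3 nM in the dispensed reagent) in 20 mM phosphate pH 7.0 with 0.01% (detergent screen) or 0.0001% Triton X-100 was preincubated with compounds for 15 min at room temperature. Nitrocefin was then added from an 800 uM solution, and hydrolysis was followed at 480 nm.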
Sm TGR inh – S. mansoni TGR enzyme inhibition | hit rate 3% among 360,000 | Potency, µM (titrated, usually from 114 µM), inactives show top-dose activity change, negative = inhibition, usual class: inhibitors | Q962Y6 | purified TGR, DTNB reduction, TNB absorbance 405 nm | AID 485364; also: potency is read from the fitted curve at half-maximal effect; nearly all actives have a fitted effect of over 60% in size
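Kinetic colorimetric format: TGR-catalysed, NADPH-driven DTNB reduction monitored via TNB absorbance. Enzyme dispensed at 20 nM; compound exposure 15 min at room temperature before reaction start.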
HCMV antiviral – inhibitors of human cytomegalovirus | hit rate 4.5% among 410,000 | activity change, negative = inhibition, % at 57.5 µM | HFF cells, HCMV-luciferase reporter, 72 h; active compounds read low; in the data active = activity change below about -60%; inconclusive = no clear call, values can overlap the other calls; inactive = above about -39%
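Human foreskin fibroblasts infected with luciferase-reporter HCMV at MOI 1 PFU/cell, compounds at two doses. Luciferase measured 72 h post infection; normalized to buffer-only basal and Salinomycin (10uM) controls.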
AmpC inh no detg – AmpC beta-lactamase inhibition without detergent; AmpC nitrocefin hydrolysis, absorbance 480 nm, 0.0001% Triton; Potency, µM (doses to about 57.1 µM), without a hit: top-dose activity change, negative = inhibition, hits mostly inhibitors; P00811; hit rate 0.52% among 330,000; AID 485341;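 also: potency is read from the fitted curve at half-maximal effect; plate controls were no compound for no effect and no enzyme for full effect; nearly all actives have a fitted effect of over 20% in size; some results filed as inactive show a strong effect at the top dose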
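20 mM phosphate pH 7.0 + 0.01% (detergent screen) or 0.0001% Triton X-100; 5.3 nM AmpC reagent; cpd preinc 15 min RT; nitrocefin (800 uM stock) to start; A480 q20 s × 4 min; Activity was normalised to no-enzyme and no-compound control wells.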
AMA1-RON2 inh – inhibitors of Plasmodium falciparum AMA1-RON2 interaction; AID 720542; hit rate 0.2% among 360,000; AlphaScreen AMA1-biotinylated RON2 peptide binding; Potency, µM (series often up to 58.2 µM), inactives show at the highest dose activity change, negative = inhibition, usual class: inhibitors;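 also: potency is read from the fitted curve at half-maximal effect; 0% = vehicle wells and -100% = peptide control; nearly all actives have a fitted effect of over 45% in size; some results filed as inactive show a strong effect at the top dose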
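AMA1 (3D7) with his tag at 25 nM final met compounds first, then biotinylated RON2 peptide at 25 nM; detection used donor plus acceptor beads, 10 µg/mL apiece, read by AlphaScreen after 30 min at room temperature.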
Numbers without * were called inactive; ? = inconclusive; · = no result given; & = joins results of further samples; [ ] = remark or other dose. Unless noted, calls follow the shape of the dose curve; as a rule, active = well fitted curve in the direction sought with a large enough effect; inconclusive = small, poorly fitted or top-dose-only effect, or another doubt; inactive = no such curve, though single readings can be large; an effect the other way counts as inactive or inconclusive. Unless noted, % is scaled to controls: 0 for no effect and ±100 for the full control effect. Rows were taken by chance; overall some 7.8% were active at least once.

Start of the listing, in advance (four entries):
Values in the order: Giardia FBPA inh	AmpC inh detg	Sm TGR inh	HCMV antiviral	AmpC inh no detg	AMA1-RON2 inh
- CCOC(=O)Cn1c(-c2cccnc2Cl)nc2ccccc21
→ 1%	-2%	0%	-15	-14%	19%
- CCOC(=O)C(C)Oc1ccc(NC(=O)C(Cl)(Cl)Cl)cc1 (centres undefined)
→ -6%	4%	-2%	-9	-12%	-10%
- CC(C)c1ccc(N(CC(=O)NCCSCc2ccco2)S(C)(=O)=O)cc1
→ 0%	3%	·	8	82%[activator]	-7%
- CCCC1CC(CCc2ccccc2)OS(=O)(=O)N1 (centres undefined)
→ -3%	?	8%	-22	-29%	9%

The whole of this part, previewed entries included:
Values in the order: Giardia FBPA inh	AmpC inh detg	Sm TGR inh	HCMV antiviral	AmpC inh no detg	AMA1-RON2 inh
- CCOC(=O)Cn1c(-c2cccnc2Cl)nc2ccccc21
→ 1%	-2%	0%	-15	-14%	19%
- CCOC(=O)C(C)Oc1ccc(NC(=O)C(Cl)(Cl)Cl)cc1 (centres undefined)
→ -6%	4%	-2%	-9	-12%	-10%
- CC(C)c1ccc(N(CC(=O)NCCSCc2ccco2)S(C)(=O)=O)cc1
→ 0%	3%	·	8	82%[activator]	-7%
- CCCC1CC(CCc2ccccc2)OS(=O)(=O)N1 (centres undefined)
→ -3%	?	8%	-22	-29%	9%
- Cc1cc(C)c(C#N)c(N2CCOCC2)n1
→ -2%	8%	?	-7	-15%	1%
- O=C(OCc1ccc(Br)cc1F)c1cc2ccccc2oc1=O
→ -6%	-1%	-11%	-31	-9%	15%
- Cc1ccsc1/C=C1/SC(=O)N(CC(=O)N2CCOCC2)C1=O
→ 1%	4%	0%	1	-11%	-3%
- COc1cc(N2CCCC2)ccc1[N+](=O)[O-]
→ -3%	-12%	0%	6	2%	-15%
- Cc1coc2c1c(C)cc1oc(=O)c(CC(=O)NCCCCCC(=O)O)c(C)c12
→ 12%	-7%	-14%	-19	-14%	4%
- Cc1ccc(NC(=O)N2CCc3c(sc4c3CCCC4)C2c2ccccc2)cc1F (centres undefined)
→ ·	4%	3%	17	·	·
- C=CCCCCCCCCC(=O)NNC1CC(=O)N(c2ccccc2)C1=O (centres undefined)
→ 8%	9%	-1%	5	-2%	25%
- COc1cc2nc(NC(=O)c3ccc(Cl)cc3)[nH]c(=O)c2cc1OC
→ -3%	4%	13%	-26	·	11%
- CC(C)Oc1ccc(CNC(=O)CN2C(=O)CCn3nc(-c4cn(C)c5ccccc45)cc32)cc1
→ ·	0%	-1%	31	·	·
- CCN(CCn1cccn1)Cc1c(C(=O)N2C[C@@H](C)O[C@@H](C)C2)nc2ccc(Cl)cn12
→ -4%	3%	-34%[57.1 µM]	-18	32%	17%
- Cc1ccc(CN2CCCN(Cc3ccc(F)cc3Cl)S2(=O)=O)cc1
→ 4%	?	0%	-24	-7%	7%
- CC1=C(C(=O)NCc2ccc3c(c2)OCO3)C2(CCC(C)CC2)OC1=O (centres undefined)
→ 0%	?	3%	9	-110%	0%
- CC(=O)C1=C(O)C(=O)N(c2ccc(O)cc2)C1c1ccccc1 (centres undefined)
→ -12%	-1%	-12%	-12	-11%	-4%
- CCOC(=O)c1cc(-c2cccnc2)nn1-c1ccccn1
→ -4%	-1%	6%	16	0%	-1%
- CC(=O)c1ccc(NC(=O)CSCCO)cc1
→ 1%	-5%	-4%	99	-18%	-7%
- Cc1ccc(CN2C(=O)c3ccccc3C2C(=O)NCC2CCCO2)cc1 (centres undefined)
→ 1%	3%	1%	-18	19%	3%

Some entries already given with just AMA1-RON2 inh, AmpC inh no detg and Giardia FBPA inh.
molecule | AMA1-RON2 inh | AmpC inh no detg | Giardia FBPA inh
Cc1ccc(CN2CCCN(Cc3ccc(F)cc3Cl)S2(=O)=O)cc1 | 7% | -7% | 4%
CC1=C(C(=O)NCc2ccc3c(c2)OCO3)C2(CCC(C)CC2)OC1=O (centres undefined) | 0% | -110% | 0%
CC(=O)C1=C(O)C(=O)N(c2ccc(O)cc2)C1c1ccccc1 (centres undefined) | -4% | -11% | -12%

New compounds follow.
Values in the order: Giardia FBPA inh	AmpC inh detg	Sm TGR inh	HCMV antiviral	AmpC inh no detg	AMA1-RON2 inh
- Cc1ccc(-n2c(-c3ccc(Br)cc3)c[n+]3c2CCc2ccc4cccnc4c2-3)cc1
→ ·	-2%	5%	-104*	69%[activator]	2%
- CCc1ccc(NC(=S)Nc2cc(C(=O)O)ccc2N2CC3CC(C2)c2cccc(=O)n2C3)cc1 (centres undefined)
→ -10%	4%	-36%	-13	-15%	15%
- COc1ccc2c(c1)nc(NCCO)n2C
→ -7%	-10%	1%	25	11%	4%
- Cc1nc(-c2coc3cc(O)c(C)cc3c2=O)cs1
→ -6%	0%	-13%	-26	-19%	-10%
- C=CCOc1ccc(C(=O)c2ccccc2)c(OCC(=O)NC2(C#N)CCCC2)c1
→ -2%	?	16%	0	16%	-17%
- CCOc1cccc(-c2nnc(SCC(=O)NC3CC3)n2C)c1
→ 8%	4%	11%	16	1%	-3%
- COc1ccc(OC)c(S(=O)(=O)NCC(c2ccc3c(c2)OCO3)N2CCOCC2)c1 (centres undefined)
→ ·	-19%	-5%	-27	16%	4%
- CCOc1ccc(CN(C)C(C)C(=O)NCCc2ccc(F)cc2)cc1 (centres undefined)
→ -4%	-8%	-2%	-8	75%[activator]	-14%
- CCOC(=O)C1CCN(C(=O)COC(=O)CCOc2ccc(C)cc2)CC1
→ 9%	-1%	-11%	-33	95%[activator]	-1%
- COc1ccc(CSc2nc(O)cc(=O)n2CC(C)C)cc1F
→ -22%	-3%	-17%	-10	-50%	16%

Additional records:
Molecule | Giardia FBPA inh | AmpC inh detg | Sm TGR inh | HCMV antiviral | AmpC inh no detg | AMA1-RON2 inh
Cc1ccnc(N2CCN(C(=O)CSc3nc4ccccc4nc3N3CCC(C)CC3)CC2)c1 | -7% | -1% | 1% | 27 | -1% | 2%
C=C(C)C(=O)Nc1nnc(-c2ccccc2C)s1 | 0% | 0% | 5% | -5 | 9% | 25%
CCOC(=O)c1csc(NC(=O)CSc2nnnn2-c2cccc(OC)c2)n1 | 12% | -1% | -8% | 23 | -17% | 5%
O=C(Nc1nnc(COc2ccc(Br)cc2)s1)c1ccco1 | 10% | 5% | 8% | 0 | -37% | 22%
N#Cc1cc2c(nc1SCc1ccc(Cl)nc1)CCCCC2 | 0% | -14% | 12% | ? | -28% | -19%
C/C(=N\NC(=O)C1CC1)c1ccc2c(c1)OCCO2 | 4% | 0% | 6% | 45 | -4% | 17%
Cc1cc(C)c2oc(-c3cccc(NC(=O)c4cc5ccccc5o4)c3)nc2c1 | · | 14% | 7% | 6 | · | ·
Cc1ccc(S(=O)(=O)Nc2cccc(C(=O)NCc3ccccn3)c2)cc1F | · | -8% | -1% | 21 | -37% | 12%
COC(=O)C1=C(c2ccc3ccccc3c2)C[C@@H]2CC[C@H]1N2C(=O)NC(C)C | · | -4% | -17% | -63* | 28% | -3%
Cc1cccc(NC(=O)C2Cc3ccccc3CN2C(=O)OCc2ccccc2)c1C (centres undefined) | 1% | -12% | -24% | -32 | -9% | -2%
CCOC(=O)C(C)Sc1nnc(Cc2cc(=O)[nH]c(=O)[nH]2)n1-c1cccc(OC)c1 (centres undefined) | -1% | ? | 0% | 15 | -2% | -3%
COC(=O)C1=C(c2cccc(OCc3ccccc3)c2)C[C@@H]2CC[C@H]1N2C(=O)NCCCc1ccccc1 | · | -2% | 0% | ? | -8% | -7%
Cc1ccc(C)c(NS(=O)(=O)c2c(C)ccc3nsnc23)c1 | -20% | -9% | 0% | -14 | -45% | -9%
CCn1c(SCCOc2ccc(OC)cc2)nnc1C(CO)NC(=O)c1ccc(OC)cc1 (centres undefined) | -3% | ? | 3% | 94 | 10% | 2%
COCCCN1CC(=O)N2Cc3[nH]c4ccccc4c3C[C@H]2C1=O | 0% | ? | 0% | ? | 13% | -3%
COc1ccccc1CN1CCC(CNC(=O)c2cnn(-c3ccccc3Cl)c2C2CCN(C(=O)OC(C)(C)C)CC2)CC1 | · | 14% | 3% | -8 | · | ·
CN1CC(=O)N=C1N | -24%&5% | ? | -2%&-13% | ? | -20%&-25% | -3%&6%
Cc1cc(C)cc(OCC(=O)N(Cc2ccco2)Cc2ccccc2Cl)c1 | · | 7% | -1% | -29 | · | ·
CC1=NNC(=O)C1CC(=O)N/N=C/c1sccc1C (centres undefined) | 4% | 2% | -10% | -39 | -9% | -18%
CC(=O)N1CCN(S(=O)(=O)c2ccc3c(c2)CC(=O)N3)CC1 | · | 7% | 6% | -8 | 20% | -4%
c1ccc(Oc2nnc(-c3cccs3)c3ccccc23)cc1 | 8% | -2% | 1% | ? | -17% | 10%
CCC(c1nnnn1CCOC)N1CCN(c2cccc(C(F)(F)F)c2)CC1 (centres undefined) | -8% | -11% | -10% | 8 | 108%[activator] | -7%
O=C(CSc1nnc(-c2ccc(Cl)cc2)c(-c2ccc(Cl)cc2)n1)NC1CCCC1 | · | 4% | -3% | 45 | · | ·
Cc1ccccc1N=C1c2ccccc2C(=O)C1[N+](=O)[O-] (centres undefined) | 2% | 5% | 0% | 68 | -8% | -4%
Cc1nn(-c2ccccc2)c(C)c1NC(=O)COC(=O)Cc1cccc(C(F)(F)F)c1 | · | ? | 6% | -4 | 132%[activator] | -5%

Some values from above:
Giardia FBPA inh with `CCOC(=O)c1csc(NC(=O)CSc2nnnn2-c2cccc(OC)c2)n1` reads 12%
AMA1-RON2 inh with `Cc1nn(-c2ccccc2)c(C)c1NC(=O)COC(=O)Cc1cccc(C(F)(F)F)c1` reads -5%

Additional results:
Molecule | Giardia FBPA inh | AmpC inh detg | Sm TGR inh | HCMV antiviral | AmpC inh no detg | AMA1-RON2 inh
CC(C)N(Cc1nc(-c2ccc(Cl)cc2)no1)C(=O)CN(C)S(=O)(=O)c1ccc(Cl)cc1 | -10% | -9% | 10% | 3 | -14% | 6%
CC1=C(C#N)CCC(=O)N1Cc1ccc(C)cc1 | 0% | 0% | 14% | 28 | -13% | 5%
O=C(NCC(Cl)c1ccc2ccccc2c1)c1c(F)cccc1F (centres undefined) | -14% | 6% | -5% | 20 | 43% | 3%
CC(=O)c1sc(NC(=O)COc2ccc(C(C)C)c(C)c2)nc1C | 1% | ? | 7% | -38 | -19% | 39%
O=[N+]([O-])c1ccc(/C=N/N=C/c2ccc([N+](=O)[O-])o2)o1 | ? | 4% | 10µM* | -100* | -23% | -19%
